# MIN6 prolif = MIN6 beta-cell proliferation induction; MIN6 cells proliferation, ATPlite luminescence, 48 h; cells starved in 0.2% serum; 100% = growth in 10% serum; proliferation, % at 10 µM; 330,000 tested, 0.29% active; AID 2380;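 active = compounds whose signal lies at least 3.5 SD above the mean of all wells on their plate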;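 also: 0% = DMSO-treated cells in low-serum medium and 100% = 10% serum control; some compounds called inactive have numbers as strong as hits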
# mIAP act = increases mouse intestinal alkaline phosphatase activity. activation factor at 10 µM. 330,000 tested, 0.24% active. muIAP, CDP-Star luminescence, 30 min; active compounds read high; 1 = vehicle-only enzyme signal, 0 = enzyme-free wells. AID 2805;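 active = activation factor of at least 2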; also: the source names both 10 and 20 µM as test concentration; values of inactives mirror those of a sister screen read the other way
#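 Assay system: mouse IAP enzyme; Reagent: CDP-Star chemiluminescent phosphatase substrate; Compound: DMSO-dissolved test compounds; Incubation: 30 min, room temperature; Technique: luminescence from enzymatic CDP-Star hydrolysis; Controls: DMSO-only wells and no-enzyme negative control.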
# hIAP block = human IAP inhibition; P09923; inhibition, % at 10 µM; 330,000 tested, 0.12% active; purified IAP, CDP-Star luminescence, 30 min;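 active = inhibition reaching a set limit with compound at 10 µM in the primary screen, cut at about 35% in these data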;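 also: plate controls were DMSO wells with enzyme for no effect and no-enzyme buffer wells for full effect; values of inactives mirror those of a sister screen read the other way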
# Target sequence (P09923 whole entry, looked up): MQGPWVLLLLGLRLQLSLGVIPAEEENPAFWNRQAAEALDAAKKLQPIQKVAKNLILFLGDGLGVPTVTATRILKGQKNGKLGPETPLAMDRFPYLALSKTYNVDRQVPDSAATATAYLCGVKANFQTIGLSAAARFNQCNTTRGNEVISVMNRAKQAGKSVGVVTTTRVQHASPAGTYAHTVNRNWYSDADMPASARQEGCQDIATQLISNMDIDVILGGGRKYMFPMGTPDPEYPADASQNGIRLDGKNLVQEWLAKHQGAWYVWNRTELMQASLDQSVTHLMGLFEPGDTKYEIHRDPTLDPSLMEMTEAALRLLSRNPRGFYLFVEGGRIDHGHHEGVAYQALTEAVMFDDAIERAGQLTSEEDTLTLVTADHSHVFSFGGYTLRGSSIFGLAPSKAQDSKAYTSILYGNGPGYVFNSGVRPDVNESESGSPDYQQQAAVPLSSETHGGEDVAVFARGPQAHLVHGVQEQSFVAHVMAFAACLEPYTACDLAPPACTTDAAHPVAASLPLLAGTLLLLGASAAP
# hIAP act = human IAP activation; 330,000 tested, 0.16% active; AID 2524; purified human IAP, CDP-Star luminescence, 30 min; active compounds read high; 1 = vehicle-only enzyme, 0 = enzyme-free background; activation factor at 10 µM; P09923;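 active = activation factor of the enzyme at least 2-fold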; also: the source names both 10 and 20 µM as test concentration; values of inactives mirror those of a sister screen read the other way
# GRIN3A LBD mod = modulators (binders) of human NR3A ligand-binding domain. NR3A LBD differential scanning fluorimetry, Tm shift; 0% = protein alone, 100% = glycine-bound protein. Tm shift relative to glycine control, % at 25 µM. 340,000 tested, 2.5% active;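 active = melting temperature shift of at least 10% of the positive control shift, at one fixed dose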
# A3G deaminase = blocks human APOBEC3G single-stranded DNA deamination. AID 493012. recombinant A3G, ssDNA deamination FAM/TAMRA fluorescence. inhibition, % at 20 µM. 330,000 tested, 0.28% active. Q9HC16;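 active = inhibition of at least 40% at 20 µM, with no more than 30% in the related APOBEC3A deaminase screen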;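 also: plate controls were DMSO wells with A3G for no effect and wells lacking A3G enzyme for full effect; some compounds called inactive have numbers as strong as hits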
# Target sequence (Q9HC16 whole entry, looked up): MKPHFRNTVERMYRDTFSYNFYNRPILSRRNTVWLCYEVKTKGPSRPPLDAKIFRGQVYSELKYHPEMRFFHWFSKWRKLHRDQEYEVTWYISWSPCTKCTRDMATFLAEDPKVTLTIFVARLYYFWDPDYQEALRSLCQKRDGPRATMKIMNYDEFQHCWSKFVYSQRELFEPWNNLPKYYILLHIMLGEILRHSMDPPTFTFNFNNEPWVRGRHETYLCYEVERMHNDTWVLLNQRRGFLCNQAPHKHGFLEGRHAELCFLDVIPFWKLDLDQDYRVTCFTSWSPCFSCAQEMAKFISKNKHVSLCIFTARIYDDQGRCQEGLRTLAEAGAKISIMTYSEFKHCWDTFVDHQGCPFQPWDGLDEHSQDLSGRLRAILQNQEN
# MPTP block = permeability transition pore inhibition; isolated mouse mitochondria, Ca2+ swelling absorbance, 30 min; inhibition, % at 10 µM; 360,000 tested, 1.4% active; AID 602449;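 active = inhibition of 50% or more, scaled per plate between neutral and stimulator controls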;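 also: 0% = DMSO wells given calcium and 100% = 1 mM EGTA wells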
# mIAP inh = mouse IAP inhibition | AID 2806 | 330,000 tested, 0.2% active | purified mouse IAP, CDP-Star luminescence, 30 min | inhibition, % at 10 µM;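 active = inhibition of at least 40% at 10 µM in the primary screen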;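 also: plate controls were DMSO with enzyme for no effect and no enzyme wells for full effect; values of inactives mirror those of a sister screen read the other way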
# A3A deaminase = human APOBEC3A DNA deaminase inhibition | P31941 | recombinant A3A, FAM/TAMRA ssDNA deamination fluorescence | inhibition, % at 20 µM | 330,000 tested, 0.41% active;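 active = at least 40% inhibition at 20 µM here, with at most 30% in a related deaminase screen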;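 also: plate controls were A3A with DMSO for no effect and wells lacking A3A enzyme for full effect; some results filed as inactive read as strong as hits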
# * hit, by the source's call; / = no result given.
Compound	MIN6 prolif	mIAP act	hIAP block	hIAP act	GRIN3A LBD mod	A3G deaminase	MPTP block	mIAP inh	A3A deaminase
O=C(O)CSc1nc2ccccc2n1Cc1ccccc1	-2	1	4	0.96	0	-8	0.8	-2	-7
CC(=O)Nc1ccc(S(=O)(=O)Nc2nc3ccccc3nc2N2CCOCC2)cc1	-3	1	12	0.88	1	-3	1.8	-4	1
COC(=O)c1cc(S(=O)(=O)Nc2c(C)cccc2C)cn1C	3	1	4	0.96	0	-9	2.3	0	0
CN(C)S(=O)(=O)Oc1cccc(C(=O)Nc2ccc(Cl)c(Cl)c2)c1	-6	1	5	0.95	9	-6	96*	0	-5
CC(C)(C)OC(=O)N/N=C\c1ccc[nH]1	-3	0.92	18	0.82	-3	-2	-1.1	8	0
Cc1nn(-c2ccccc2)c(N)c1N=O	1	1.1	2	0.97	0	-7	0.8	-5	0
CN(C)c1ccc(/C=N/n2c(COc3ccccc3)n[nH]c2=S)cc1	2	0.98	-8	1.1	-25	4	-2.1	2	7
COc1ccc2c3n(nc2c1)CCN=C3c1ccc(Cl)cc1	-2	0.94	10	0.9	-1	-10	1.3	6	-3
CCCCOc1ccc(-c2c(C#N)c(N)[nH]c(=S)c2C#N)cc1	-4	1	-4	1	4	-3	6.6	-3	-5
CCCCn1c(N)c(N(CCOC)C(=O)CSc2nnc(-c3ccc(F)cc3)n2N)c(=O)[nH]c1=O	-4	1	15	0.85	0	-5	-1.4	0	2
CCOc1ccc(CC(=O)NNC(=S)NC)cc1Br	-1	1	-73	1.7	1	-7	2.5	-5	-6
COc1ccccc1Oc1nc(C)c(C(C)=O)cc1C#N	-2	1	2	0.97	-2	3	-1.2	-4	0

# Copied from the list.
# Under GRIN3A LBD mod, CCCCn1c(N)c(N(CCOC)C(=O)CSc2nnc(-c3ccc(F)cc3)n2N)c(=O)[nH]c1=O is listed with 0
# Under A3G deaminase, CN(C)c1ccc(/C=N/n2c(COc3ccccc3)n[nH]c2=S)cc1 is listed with 4

# (cont.)
Compound	MIN6 prolif	mIAP act	hIAP block	hIAP act	GRIN3A LBD mod	A3G deaminase	MPTP block	mIAP inh	A3A deaminase
COc1ccc(CCCNC(=O)C2CCC(=O)N(Cc3ccc(Cl)cc3)C2)cc1 (stereo unspecified)	-4	0.99	-16	1.2	-1	0	0.3	1	-6
Cc1cccc(OCC(=O)Nc2ccc(NC(=O)c3ccco3)c(C)c2)c1	0	1	16	0.84	-2	-4	-0.7	-2	-1
O=C(Cc1ccc(Cl)cc1)NNC1CC(=O)N(c2ccc3ccccc3c2)C1=O (stereo unspecified)	-4	0.92	-16	1.2	0	3	3.6	8	2
CCOC(=O)C1=C(C)N=C2SC(C)C(=O)N2C1c1ccc(OC(C)=O)c(OC)c1 (stereo unspecified)	0	0.88	14	0.86	2	0	0.9	12	3
COc1ccc(NC(=O)CN(C)C(=O)CCc2c[nH]c3ccccc23)cc1	-1	0.94	-14	1.1	-13	-10	-0.6	6	-4
CCCN1CCC(=O)N(CCSc2ccc(C)cc2)CC1	-4	1	7	0.93	0	-5	0.0	-3	1
COc1cccc(CNC(=O)CCNS(=O)(=O)c2cccs2)c1	-3	0.92	-13	1.1	1	-1	1.1	8	-2
COc1cc(CN2CCN(CCc3ccccc3)C(CCO)C2)cc(OC)c1 (stereo unspecified)	0	0.96	6	0.94	1	-6	0.7	4	2
CCCC(C)NC(=O)Cc1ccccc1 (stereo unspecified)	0	0.95	2	0.98	-1	-5	1.9	5	0
COc1ccc(CNc2ccc(-c3ccc(OC)cc3)nn2)cc1	-3	0.98	9	0.91	-12	-9	-0.1	2	-8
C[C@H](CO)N1C[C@H](C)[C@@H](CN(C)C(=O)Nc2ccccc2)Oc2ccc(NC(=O)CCC(F)(F)F)cc2C1=O	-2	1	0	1	0	3	-1.3	0	1
CC1CCN(C(=O)c2cc(Cl)nc3ccccc23)CC1	0	1	2	0.98	4	-4	0.2	-3	-2

# The results go on.
molecule	MIN6 prolif	mIAP act	hIAP block	hIAP act	GRIN3A LBD mod	A3G deaminase	MPTP block	mIAP inh	A3A deaminase
O=C(NCC(c1ccco1)N1CCCC1)c1sc2ccccc2c1Cl (stereo unspecified)	2	0.84	-2	1	1	-6	-2.2	16	-5
COC(=O)c1c(C)oc(C)c(C(=O)OC)c1=O	-1	1	-11	1.1	0	-5	-3.1	-1	-5
CCCCn1c(=O)[nH]c(=O)c2c1nc(-c1ccc(OCCC)c(OCC)c1)n2CCOC	-1	1	-4	1	0	-3	0.9	-3	-4
C=CCc1cccc(CNn2cnnc2)c1O	-2	0.82	4	0.96	1	-9	1.5	18	-4
CCCCC(=O)Nc1ccc(NC(=O)c2ccc([N+](=O)[O-])cc2)cc1OC	0	0.97	19	0.81	-1	-3	0.7	3	-1
CC(C)(C)/C(Cn1cncn1)=N\OC(=O)Nc1ccc(Cl)cc1	2	1.1	10	0.9	1	-8	20	-5	-4
CNC(=S)N/N=C/c1c(C)nn(-c2ccc(F)cc2)c1Cl	0	1	6	0.94	-1	-15	-0.1	-4	-1
CCCc1nnc(NC(=O)CC(=O)OCC)s1	-1	1.1	6	0.94	0	-5	-0.5	-7	-1

# Some of these compounds in order of molecular weight, lowest first:
molecule	MIN6 prolif	mIAP act	hIAP block	hIAP act	GRIN3A LBD mod	A3G deaminase	MPTP block	mIAP inh	A3A deaminase
COC(=O)c1c(C)oc(C)c(C(=O)OC)c1=O	-1	1	-11	1.1	0	-5	-3.1	-1	-5
CC(C)(C)/C(Cn1cncn1)=N\OC(=O)Nc1ccc(Cl)cc1	2	1.1	10	0.9	1	-8	20	-5	-4
CCCCn1c(=O)[nH]c(=O)c2c1nc(-c1ccc(OCCC)c(OCC)c1)n2CCOC	-1	1	-4	1	0	-3	0.9	-3	-4

# Continuation.
molecule	MIN6 prolif	mIAP act	hIAP block	hIAP act	GRIN3A LBD mod	A3G deaminase	MPTP block	mIAP inh	A3A deaminase
COc1ccc(N=C2NC(=O)/C(=C\C=C\c3ccco3)S2)cc1	-4	0.65	6	0.94	7	52	1.9	35	67
CC1CC(N(C(=O)C2CC2)c2ccccc2)c2ccccc2N1C(=O)C1CC1 (stereo unspecified)	0	1	-3	1	-2	-6	1.5	-1	-3
C/C(=N\Nc1ccc2nncn2n1)c1cccs1	0	1	0	1	2	-5	0.8	-3	-4
CC(=O)Oc1ccc(/C=N/NC(=S)Nc2ccccc2)cc1	-2	0.9	-3	1	-10	-1	1.1	10	2
O=[N+]([O-])c1cccc(-c2nnc3c4ccccc4c4ccccc4n23)c1	-1	0.98	-5	1.1	-2	-1	-1.1	2	-3
O=C(NCc1ccc(C(F)(F)F)cc1)C1CC(c2ccccc2[N+](=O)[O-])=NO1 (stereo unspecified)	0	0.93	7	0.93	-7	-2	0.7	7	-2
Cc1cc2oc(=O)c3c(c2cc1OC(=O)c1ccco1)CCCC3	2	1.1	-12	1.1	0	0	2.6	-7	0
CN(C)/C=C(\C(=O)c1ccccc1)c1nnnn1-c1ccccc1	0	1	-10	1.1	2	-1	2.8	0	-2

# Continued:
molecule	MIN6 prolif	mIAP act	hIAP block	hIAP act	GRIN3A LBD mod	A3G deaminase	MPTP block	mIAP inh	A3A deaminase
Cc1ccc(Nc2nnc(C3C(=O)N(C)C4(C)CC3c3cc(Br)ccc3O4)s2)cc1 (stereo unspecified)	0	1.1	17	0.83	-1	-8	-0.9	-7	-2
CCNC(=O)CCCOc1ccc(Cl)cc1Cl	0	1	22	0.79	0	-1	-0.8	0	0
Cc1[nH]c2ccccc2c1C(=O)CN1CC(C)CC(C)C1 (stereo unspecified)	-1	1.1	1	0.99	0	-4	0.6	-10	4
Cc1cc(C(=O)CSc2nc3ccccc3c(=O)[nH]2)c(C)n1C	-1	0.96	-13	1.1	0	-3	-1.6	4	1
Cc1ccc(NC(=S)N2CCC(c3nc4ccccc4s3)CC2)cc1	-3	0.95	0	1	-3	-10	3.9	5	3
O=C(c1ccco1)N1CCN(C(c2ccccc2F)c2nnnn2Cc2cccs2)CC1 (stereo unspecified)	0	1.1	10	0.9	3	-1	1.8	-12	3
O=c1c2ccccc2nc(SCc2cccc(F)c2)n1-c1cccc(S(=O)(=O)N2CCCC2)c1	0	0.99	15	0.85	-1	-3	3.2	1	0
Cc1cc(C)nc(SCc2c(F)cccc2Cl)n1	-3	0.88	-16	1.2	3	-3	-0.2	12	-3

# Next part.
molecule	MIN6 prolif	mIAP act	hIAP block	hIAP act	GRIN3A LBD mod	A3G deaminase	MPTP block	mIAP inh	A3A deaminase
CC1=Cc2ccccc2C(C#N)N1C(=O)c1ccccc1 (stereo unspecified)	-5	1	-11	1.1	-1	-5	1.4	-2	-4
COc1cc(-c2cccc([C@H]3[C@@H]4C=CC[C@@H](C)[C@@H]4C(=O)N3Cc3ccccc3)c2)cc(OC)c1OC	/	1	/	/	1	1	-0.7	-4	1
O=C(c1ccc2c3c(cccc13)C(=O)N(O)C2=O)N1CCCCC1	-2	1.1	-8	1.1	2	-3	-5.8	-6	-9
CC(=O)NC(C)c1nc2ccccc2n1CC(=O)N1C(C)CCCC1C (stereo unspecified)	-3	1.1	-18	1.2	0	6	-0.8	-11	-6
COC(=O)c1ccc(CNC(=O)C2CCC(=O)N(C3CCCCCC3)C2)cc1 (stereo unspecified)	-5	1.1	-26	1.3	1	-7	2.2	-8	-5
COc1ccc(NC(=O)CN2C(=O)NC(CC(C)C)C2=O)cc1S(=O)(=O)N1CCOCC1 (stereo unspecified)	-1	1	-10	1.1	4	-7	-0.6	-2	-1
C/C(=N\NC(=O)c1ccccc1C)c1cccnc1	0	0.98	-4	1	2	-5	-1.7	2	-7
Cc1ccc(-c2csc(NC(=O)c3cccc([N+](=O)[O-])c3)n2)cc1	-2	1.1	-87	1.9	25*	4	5.1	-10	8

# Record cards (already shown):
# `Cc1ccc(-c2csc(NC(=O)c3cccc([N+](=O)[O-])c3)n2)cc1` is entered as MIN6 prolif = -2; mIAP act = 1.1; hIAP block = -87; hIAP act = 1.9; GRIN3A LBD mod = 25*; A3G deaminase = 4; MPTP block = 5.1; mIAP inh = -10; A3A deaminase = 8
# `COc1ccc(NC(=O)CN2C(=O)NC(CC(C)C)C2=O)cc1S(=O)(=O)N1CCOCC1` (stereo unspecified) is entered as MIN6 prolif = -1; mIAP act = 1; hIAP block = -10; hIAP act = 1.1; GRIN3A LBD mod = 4; A3G deaminase = -7; MPTP block = -0.6; mIAP inh = -2; A3A deaminase = -1

# (cont.)
molecule	MIN6 prolif	mIAP act	hIAP block	hIAP act	GRIN3A LBD mod	A3G deaminase	MPTP block	mIAP inh	A3A deaminase
CCn1c(SCC(=O)Nc2cccc(NC(C)=O)c2)nnc1C(C)C	0	1.1	20	0.8	0	0	-1.0	-6	1
CCC(C)(C(=O)NC1CCCC1)N(C(=O)c1cnccn1)c1c(C)n(C)n(-c2ccccc2)c1=O (stereo unspecified)	0	0.99	16	0.84	-1	-5	0.0	1	-2
COc1cc(C(=O)NCc2ccc(C)cc2)ccc1OCc1c(C)noc1C	1	1	2	0.98	-1	-1	-2.0	-5	5
COc1ccc(OCC(O)CNC(=O)Nc2cccc3ccccc23)cc1 (stereo unspecified)	-2	1.5	-10	1.1	-6	-4	3.5	-52	0
C/C(=N\NC(=O)c1cccc(N2CCCC2=O)c1)c1ccc(N)cc1	2	0.88	-2	1	-1	9	-0.2	12	2

# High-throughput results as filed in PubChem BioAssay.
